# CXXC DNA block = MLL CXXC-DNA interaction inhibition | AID 2662 | hit rate 0.037% among 290,000 | Q03164 | MLL-CXXC / FITC-HOXA9 DNA fluorescence polarization | Potency, µM (series often up to 115 µM), inactives show at the highest dose activity change, negative = inhibition, hits mostly inhibitors; active = well fitted inhibition curve with a large enough effect in the polarisation, with a control signal flat, not every such curve was filed as active; inconclusive = small, poorly fitted or top-dose-only effect, or effect the other way, or a change in a side signal; inactive = no such curve, though single readings can be large or run the other way; the % refers to the polarisation; also: potency is read from the fitted curve at half-maximal effect
#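 Steps: dispense CXXC domain solution (7 uM) → pin compounds or unlabeled HOX-A9 DNA control → 5 min ambient → add FLSN-HOX-A9 solution (50 nM) → spin → 30 min ambient → fluorescence polarization. Tris pH 7.5/NaCl/DTT/BSA buffer.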
# TSHR antagonist = antagonists of human thyroid stimulating hormone receptor; TSHR-expressing cells, TSH-stimulated cAMP HTRF, 2 h; active compounds read low; activity change, negative = inhibition, % at 11.5 µM; hit rate 0.2% among 330,000; AID 504810;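 active = activity change below a set negative limit, meaning inhibition stronger than a set level, cut at about -70% in these data; inconclusive = activity change between two set negative limits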; also: % is scaled to controls: 0 for no effect and ±100 for the full control effect
#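 Freshly harvested TSHR cells receive pin-tooled compound, then EC80 TSH at 4nM final. After 2 hours at 37 deg C, antibody in lysis buffer and cAMP-d2 are added; 30 minutes at ambient temperature precede the HTRF read.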
# BCR signal inh = chronic active BCR signaling inhibition. ABC-DLBCL IkBa-CBG/CBR reporter, luminescence ratio, 4 h. hit rate 0.05% among 340,000. Potency, µM (top dose mostly 46.1 µM), for the others: top-dose ratio change, negative = lower green/red ratio, usual class: inhibitors; active = well fitted inhibition curve with a large enough effect in the signal ratio, with a control signal flat, not every such curve was filed as active; inconclusive = small, poorly fitted or top-dose-only effect, or effect the other way, or a change in a side signal; the % refers to the signal ratio;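 also: potency is read from the fitted curve at half-maximal effect; plate controls were basal doxycycline-induced cells for no effect and cells given 10 µM MG132 for full effect; MG132 reads +100%, hits lower the ratio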
#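 TMD8 ABC-DLBCL cells carrying doxycycline-inducible green luciferase fused to IkappaBalpha plus unfused red luciferase were exposed to compounds (up to 46 uM) for 4 hrs at 37C. Activity came from the overlap-corrected green/red luminescence ratio.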
# Giardia killer = kills Giardia lamblia; hit rate 0.15% among 340,000; activity change, % at 7.66 µM, hits read low; AID 540267; Giardia lamblia trophozoite viability; in the data active = activity change below about -80%; inconclusive = between about -30% and that limit;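 also: parasites exposed to compound for two days anaerobically before the ATP read; % is scaled to controls: 0 for no effect and ±100 for the full control effect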
#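 ATP-content bioluminescence gauges trophozoite survival. Cells (100/well) receive compound and incubate anaerobically for 48 hrs at 37 deg C; detection reagent follows for 15-30 min at room temperature.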
# hERG WT inh = KCNH2 (human, wildtype) channel inhibition; Q12809; U2OS, BacMam KCNH2, thallium flux FluxOr; active compounds read low; activity change, % at 1.84 µM; hit rate 0.37% among 340,000;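 active = maximum activity change below -70%; inconclusive = maximum activity change between -70% and -50%; inactive = maximum activity change above -50%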; also: % is scaled to controls: 0 for no effect and ±100 for the full control effect
# Target sequence (Q12809 whole entry, looked up): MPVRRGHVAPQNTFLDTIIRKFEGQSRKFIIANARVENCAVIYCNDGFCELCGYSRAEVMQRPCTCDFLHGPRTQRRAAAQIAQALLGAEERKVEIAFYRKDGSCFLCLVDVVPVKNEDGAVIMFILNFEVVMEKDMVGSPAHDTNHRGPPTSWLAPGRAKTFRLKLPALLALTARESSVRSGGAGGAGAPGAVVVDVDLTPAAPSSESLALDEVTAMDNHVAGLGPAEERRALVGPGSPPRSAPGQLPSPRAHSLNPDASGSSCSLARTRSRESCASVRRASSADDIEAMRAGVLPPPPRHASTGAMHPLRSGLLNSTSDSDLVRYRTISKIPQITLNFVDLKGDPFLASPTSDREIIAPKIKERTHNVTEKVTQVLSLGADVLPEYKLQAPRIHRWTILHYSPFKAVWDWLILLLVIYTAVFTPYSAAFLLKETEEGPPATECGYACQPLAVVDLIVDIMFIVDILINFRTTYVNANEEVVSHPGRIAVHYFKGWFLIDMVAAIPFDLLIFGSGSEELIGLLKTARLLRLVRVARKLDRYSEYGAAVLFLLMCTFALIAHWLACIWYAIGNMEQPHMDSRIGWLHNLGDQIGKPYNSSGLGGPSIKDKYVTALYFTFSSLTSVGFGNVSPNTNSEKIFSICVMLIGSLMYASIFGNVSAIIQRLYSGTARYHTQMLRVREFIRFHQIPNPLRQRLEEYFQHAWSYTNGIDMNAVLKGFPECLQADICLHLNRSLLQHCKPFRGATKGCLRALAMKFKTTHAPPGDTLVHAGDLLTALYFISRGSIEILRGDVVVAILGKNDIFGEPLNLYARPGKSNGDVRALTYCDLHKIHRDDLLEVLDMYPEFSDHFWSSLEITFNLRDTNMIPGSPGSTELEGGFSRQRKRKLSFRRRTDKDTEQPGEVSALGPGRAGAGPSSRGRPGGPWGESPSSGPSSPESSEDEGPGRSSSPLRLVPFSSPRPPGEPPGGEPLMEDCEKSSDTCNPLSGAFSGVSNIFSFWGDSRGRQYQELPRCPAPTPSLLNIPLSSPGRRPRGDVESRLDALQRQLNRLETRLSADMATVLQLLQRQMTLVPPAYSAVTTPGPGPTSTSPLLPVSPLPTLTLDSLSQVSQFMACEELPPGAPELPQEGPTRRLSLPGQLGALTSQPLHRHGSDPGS
#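 U2OS cells were transduced with wild-type KCNH2 virus (2.03 x 10^8 / mL) for 4 h at room temperature, then cultured overnight at 37 C. Thallium flux was read with FluxOr dye. Rate constants were normalized to DMSO controls.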
# A-T KAP1 phos = potential ataxia-telangiectasia treatments restoring KAP-1 phosphorylation | […] A-T fibroblasts, KAP-1 phosphorylation AlphaLISA; neocarzinostatin DNA damage 30 min before lysis | Potency, µM (top dose mostly 57.5 µM), for the others: at the highest dose activation, actives largely listed as activators | hit rate 0.19% among 320,000 | AID 485349; also: potency is read from the fitted curve at half-maximal effect; % of control where 0% means no effect; nearly all actives have a fitted effect of over 45% in size
#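 hTERT-immortalized A-T patient fibroblasts ([…]), 500 cells/well in OPTI-MEM, 1% FBS, got compounds for 60 min, then NCS for 30 min at 37C. Lysates were then assayed for phospho-KAP-1 by AlphaLISA (anti-pKAP1 donor, anti-KAP1 acceptor beads), 6 hr at 25C.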
# GALK inhibitor = galactokinase (human) inhibition | AID 1868 | hit rate 0.007% among 270,000 | Potency, µM (doses to about 57.5 µM), inactives show at the top dose activity change, negative = inhibition, usual class: inhibitors | Purified GALK, Kinase-Glo residual ATP luminescence; also: potency is read from the fitted curve at half-maximal effect; % is scaled to controls: 0 for no effect and ±100 for the full control effect
#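 Human GALK (5 nM) with 35 uM ATP and 100 uM galactose in 20 mM HEPES pH 8.0, 5 mM MgCl2, 60 mM NaCl, 1 mM DTT, 0.01% BSA. After 1 h at room temperature, leftover ATP was read by Kinase-Glo Plus luminescence.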
# TCR act = activates T cell receptor signaling; primary human leukocytes, anti-CD3, IL-2 HTRF, 48 h; Potency, µM (doses to about 9.22 µM), without a hit: top-dose activation of IL-2 secretion, actives largely listed as activators; 330,000 tested, under 10 active; also: % of control where 0% means no effect
#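 TCR engagement came from a-CD3 beads alone, with compounds added to primary human leukocytes for 48 hr. Secreted IL-2 bridged europium cryptate- and d2-labelled anti-IL-2 antibodies, giving FRET emission at 665nm after 320nm excitation.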
# Tb PFK inh = inhibitors of T. brucei phosphofructokinase. O15648. T. brucei PFK, ADP-Glo luminescence. Potency, µM (series often up to 57.5 µM), inactives show at the top dose activity, negative = inhibition, actives largely listed as inhibitors. hit rate 0.17% among 330,000. AID 485367;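 also: potency is read from the fitted curve at half-maximal effect; 0% = uninhibited 1x PFK enzyme wells and -100% = no-enzyme wells; nearly all actives have a fitted effect of over 60% in size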
#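 In TEA buffer at pH 8.0 with 5 mM MgCl2, enzyme (1.25 nM) converted F6P (0.5 mM) and ATP (0.1 mM) for 45 min at room temperature. ADP product was read by luciferase luminescence.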
# FBPA coupling cs = counter-screen for Giardia aldolase inhibitors: coupling enzyme system. coupling enzyme system counterscreen, AmpLite Red fluorescence. activity change, negative = inhibition, % at 58.2 µM, hits read low. hit rate 0.67% among 290,000. AID 2472; in the data active = activity change below about -30%; also: % is scaled to controls: 0 for no effect and ±100 for the full control effect
#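 Counterscreen of the coupled detection system alone, without aldolase: glyceraldehyde-3-phosphate coupling enzymes plus AmpLite Red readout. Compounds at 57.5 uM final, 10 min RT preincubation, 20 min RT reaction, fluorescence 525/598 nm.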
# An asterisk follows results filed as active; u = inconclusive; x = not tested or not shown; [ ] = remark or other dose. Unless noted, calls follow the shape of the dose curve; as a rule, active = well fitted curve in the direction sought with a large enough effect; inconclusive = small, poorly fitted or top-dose-only effect, or another doubt; inactive = no such curve, though single readings can be large; an effect the other way counts as inactive or inconclusive.
SMILES,CXXC DNA block,TSHR antagonist,BCR signal inh,Giardia killer,hERG WT inh,A-T KAP1 phos,GALK inhibitor,TCR act,Tb PFK inh,FBPA coupling cs
CC(=O)Nc1ccc(Sc2ccccc2C(=O)O)cn1,8%,7,5%,2,10,0%,-1%,-4%,6%,0
CCCCOCP(=O)(CCCC)COCCCC,15%,8,7%,-5,5,-8%,0%,-58%,0%,2
CCN(CC)CCCN1C(=O)c2oc3ccccc3c(=O)c2C1c1cccc(OC)c1OC (configuration not stated),5%,-3,-1%,4,1,3%,2%,0%,5%,1
COc1ccccc1C(=O)Nc1ccc2c(c1)nc(CCNC(=O)c1ccccc1)n2C,-21%,-3,u,-15,3,5%,1%,-2%,0%,1
COc1ccc(NC(=O)/C(C#N)=C\c2cc(C)n(-c3ccc(Oc4ccc([N+](=O)[O-])cn4)cc3)c2C)cc1,12%,-10,u,-9,7,-4%,0%,-1%,3%,1
O=C(NCc1ccco1)c1ccccc1NS(=O)(=O)c1cccs1,-1%,17,u,-11,-12,-2%,1%,4%,0%,-1
CCCn1c(CN2CCN(C(=O)OCC)CC2)nc2cc(NC(=O)C(C)C)ccc21,-1%,-2,-4%,4,-11,-6%,-2%,2%,1%,3
CC(=O)c1cccc(N(CC(=O)Nc2cc(C)cc(C)c2)S(C)(=O)=O)c1,-5%,12,-3%,1,-2,-3%,1%,-10%,0%,0
COc1ccc(C2CC(c3ccc([N+](=O)[O-])cc3)=NN2C(=O)c2ccccc2)cc1OC (configuration not stated),-12%,4,-7%,-25,14,3%,1%,1%,-1%,5
O=c1[nH]c(/C=C/c2ccc([N+](=O)[O-])cc2)c([N+](=O)[O-])c(=O)[nH]1,u,4,2%,22,-5,7%,u,2%,2%,6
O=C(O)CSCC(=O)N1CCCN(c2ccc(C(F)(F)F)cn2)CC1,18%,-3,7%,13,-3,7%,0%,-2%,2%,1
CC(Cc1ccccc1)NC(=O)CSc1nc2nc3c(cc2c(=O)n1-c1ccccc1)COC(C)(C)C3 (configuration not stated),2%,9,-10%,20,-4,-6%,2%,-2%,1%,1
CCOc1ccc2nc(NC(=O)CCn3cccc3)sc2c1,4%,8,8%,24,-9,14%,0%,-8%,-9%,-2
CCCCNC(=O)NNC(=O)c1ccc(F)cc1,1%,0,2%,-6,-10,0%,x,-1%[46.1 µM],-30%,1
Cc1ccccc1OCCNC(=O)c1ccc2ccccc2n1,1%,-13,u,1,-12,13%,-1%,2%[46.1 µM],0%,-2
Cc1ccc(NC(=O)Cc2c(F)cccc2Cl)cc1S(=O)(=O)N1CCOCC1,x,-11,0%,-23,3,9%,x,10%,0%,x
CCCCCNC(=O)C1CCC(Cn2c(=S)[nH]c3ccccc3c2=O)CC1 (configuration not stated),12%,10,1%,17,-1,2%,-2%,-5%,2%,8
CC(=C1C(=O)c2ccccc2C1=O)N1CCN(C/C=C/c2ccccc2)CC1,11%,-1,u,-11,5,-3%,1%,-31%,1%,-1
O=C(C1CC1)N1CCN=C1SCc1cccc(C(F)(F)F)c1,-4%,14,-1%,-6,2,-2%,0%,-3%,-6%,-1
O=C(N/N=C/c1ccccc1OCc1ccccc1)c1cccs1,-9%,-6,-10%,7,1,4%,0%,-5%[46.1 µM],-2%,5
CCC1(c2ccccc2)NC(=O)N(CC(=O)c2ccc3c(c2)OCO3)C1=O (configuration not stated),x,-4,2%,14,-3,5%,x,0%,-3%,x
CCCn1nc(Oc2nc(NC(C)C)nc(N(C)C)n2)ccc1=O,-10%,-17,10%,-22,-1,-2%,0%,x,-6%,6
CCOC(=O)C1CCN(S(=O)(=O)c2ccc(NC(=O)OC)cc2)CC1,0%,-7,u,13,4,6%,-1%,5%,-1%,-1
N#Cc1c(NC(=O)CSc2ncn(-c3ccccc3)n2)sc2c1CCCC2,-2%,0,1%,21,-4,4%,0%,-5%,-3%,-1
Cc1cc(C)cc(NC(=O)C(=O)NCC2CCCN2S(=O)(=O)c2cccs2)c1 (configuration not stated),x,-5,u,-9,-9,-5%,x,5%,3%,x

# Some of the entries above in a different format.
structure	CXXC DNA block	TSHR antagonist	BCR signal inh	Giardia killer	hERG WT inh	A-T KAP1 phos	GALK inhibitor	TCR act	Tb PFK inh	FBPA coupling cs
O=C(NCc1ccco1)c1ccccc1NS(=O)(=O)c1cccs1	-1%	17	u	-11	-12	-2%	1%	4%	0%	-1
O=c1[nH]c(/C=C/c2ccc([N+](=O)[O-])cc2)c([N+](=O)[O-])c(=O)[nH]1	u	4	2%	22	-5	7%	u	2%	2%	6

# Copied from the list:
# O=C(C1CC1)N1CCN=C1SCc1cccc(C(F)(F)F)c1 @ A-T KAP1 phos: -2%
# CCCCCNC(=O)C1CCC(Cn2c(=S)[nH]c3ccccc3c2=O)CC1 (configuration not stated) @ A-T KAP1 phos: 2%

# The list goes on:
SMILES,CXXC DNA block,TSHR antagonist,BCR signal inh,Giardia killer,hERG WT inh,A-T KAP1 phos,GALK inhibitor,TCR act,Tb PFK inh,FBPA coupling cs
COCCn1c(NC(=S)NC(=O)C2CC2)cc(=O)[nH]c1=O,10%,-4,13%,1,34,-6%,11%,15%,-6%,-10
COC(=O)c1ccccc1NC(=S)N1CCN(c2ccccn2)CC1,2%,18,6%,4,7,-2%,-1%,11%,-2%,0
CC1CCCC(C)N1C(=O)COC(=O)C12CC3CC(CC(Cl)(C3)C1)C2 (configuration not stated),x,-13,3%,-1,4,11%,x,54%,1%,x
COC(=O)CC1C(=O)NCCN1C(=O)CSc1nc2ccccc2s1 (configuration not stated),8%,19,-14%,-8,2,5%,1%,-3%,-3%,-2
OC(CNCc1ccc2c(c1)OCO2)COc1ccc(F)cc1 (configuration not stated),1%,1,u,u,-4,5%,x,-7%,-5%,-1
CCOC(=O)N1CCN(C(=O)CCC2CCCC2)CC1,-3%,3,1%,3,0,2%,8%,-4%,1%,4
Cc1ccc(S(=O)(=O)NNc2ccccc2)cc1,6%,4,-23%,-1,0,19%,3%,2%,u,-13
O=C(O)c1ccc(N=Nc2c(O)[nH]c3ccc(Br)cc23)cc1,8%,-6,x,-12,2,-13%,5%,0%,10%,0
O=C(NCCCO)C(=O)Nc1cc2c3c(c1)CCC(=O)N3CCC2,0%,0,-10%,1,-15,0%,2%,-36%,-5%,1
CC(=O)Nc1cc(C(=O)N(C)Cc2ccco2)ccc1Sc1ccc(C)cc1,7%,-2,0%,-2,-11,1%,0%,-3%[46.1 µM],3%,-4
C(=N/N1CCN(c2ccccc2)CC1)/c1ccncc1,-9%,18,u,5,1,-7%,1%,9%,-9%,1
CC1CCCC(NC(=O)c2cccc(N3CCCC3=O)c2)C1C (configuration not stated),-2%,-5,u,1,-10,1%,-1%,2%,-1%,2
COc1cccc(-c2c(-c3cc(OC)cc(OC)c3)n(C)c3ccc(-c4cnc(N5CCOCC5)nc4)cc23)c1,x,9,-1%,-26,-2,-5%,x,0%,-1%,x
O=C(Oc1cccnc1)c1ccco1,25%,2,-1%,5,-5,-3%,4%,1%,1%,0
COc1cccc(/C(O)=C/C(=O)C(=O)Nc2ccc(S(=O)(=O)NC(C)=O)cc2)c1,-13%,-3,8%,-12,6,-2%,x,2%[46.1 µM],0%,5
O=C(O)CCNS(=O)(=O)c1ccccc1,6%,-3,-2%,14,2,8%,-4%,16%,0%,1
COc1ccc(S(=O)(=O)N(C)c2nc3ccccc3n3c(CC(C)C)nnc23)cc1,8%,-9,-4%,7,4,1%,-1%,2%,-2%,1

# Profiles, looked up by structure. Values in the order: CXXC DNA block | TSHR antagonist | BCR signal inh | Giardia killer | hERG WT inh | A-T KAP1 phos | GALK inhibitor | TCR act | Tb PFK inh | FBPA coupling cs
# COCCn1c(NC(=S)NC(=O)C2CC2)cc(=O)[nH]c1=O in the list: 10% | -4 | 13% | 1 | 34 | -6% | 11% | 15% | -6% | -10
# COC(=O)CC1C(=O)NCCN1C(=O)CSc1nc2ccccc2s1 (configuration not stated) in the list: 8% | 19 | -14% | -8 | 2 | 5% | 1% | -3% | -3% | -2
# CC(=O)Nc1cc(C(=O)N(C)Cc2ccco2)ccc1Sc1ccc(C)cc1 in the list: 7% | -2 | 0% | -2 | -11 | 1% | 0% | -3%[46.1 µM] | 3% | -4
# O=C(NCCCO)C(=O)Nc1cc2c3c(c1)CCC(=O)N3CCC2 in the list: 0% | 0 | -10% | 1 | -15 | 0% | 2% | -36% | -5% | 1
# OC(CNCc1ccc2c(c1)OCO2)COc1ccc(F)cc1 (configuration not stated) in the list: 1% | 1 | u | u | -4 | 5% | x | -7% | -5% | -1

# Source: PubChem BioAssay
